Screening data (PubChem)
SENP8 block-1 = inhibitors of human SENP8 protease; Q96LD8; 330,000 compounds, 1.2% hits; inhibition, % at 10 µM; AID 2540; purified SENP8, Z-RLRGG-aminoluciferin cleavage, luminescence; in the data active = inhibition above about 50%
PfG6PD inh = PfG6PD (Plasmodium falciparum) enzyme inhibition. 350,000 compounds, 0.78% hits. PfGluPho enzyme, NADPH resazurin-diaphorase fluorescence. AID 504690. inhibition, % at 20 µM;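 active = inhibition reaching at least a set limit at 20 µM in the primary screen, cut at about 59% in these data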;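 note: 0% = DMSO wells with substrate and 100% = DMSO wells lacking glucose-6-phosphate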
SENP6 block = blocks the human protease SENP6. Q9GZR1. Recombinant SENP6 catalytic domain, aminoluciferin luminescence. inhibition, % at 10 µM. 330,000 compounds, 1.8% hits;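 active = inhibition above about 50% at the single tested dose, limit read from the data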;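 note: plate controls were DMSO wells with enzyme for no effect and DMSO wells lacking enzyme for full effect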
Apaf1 inhib = blocks human Apaf-1 apoptosome activity. O14727. reconstituted apoptosome caspase-3 activity, DEVD-Rh110 fluorescence. inhibition, % at 20 µM. 330,000 compounds, 0.71% hits. AID 489030; active = inhibition of at least 40% at 20 µM;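 note: plate controls were DMSO wells for no effect and DEVD-CHO caspase inhibitor wells for full effect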
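detection = Rh110 fluorescence intensity | test system = biochemical Apaf-1 apoptosome reconstitution | also added = cytochrome c and DEVD-Rh110 substrate | schedule = 30 min plus 50 min, RT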
SENP1 FRET inh = SENP1 (human) catalytic domain inhibition | 360,000 compounds, 0.21% hits | recombinant SENP1 catalytic domain, CyPet-SUMO1-YPet FRET cleavage | inhibition, % at 10 µM;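 active = inhibition at least 30% at 10 µM, raw YFP signal under a set limit, fluorescence ratio 0.5 to 1.5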;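 note: 0% = enzyme with DMSO and 100% = no enzyme wells; some results filed as inactive read as strong as hits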
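Test system: recombinant human SENP1 catalytic domain, His6-tagged / Medium: pH 8 Tris buffer with EDTA, NaCl, BME, BSA, NP40, catalase / Also added: SUMO1 FRET substrate flanked by Cypet and Ypet, 25 nM / Times: 50 min reaction at room temperature / Signal: FRET, CFP and YFP emission / Control set: no-enzyme low control and enzyme-plus-DMSO high control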
SENP8 block-2 = inhibitors of human SENP8 protease; inhibition, % at 20 µM; recombinant SENP8, Nedd8 substrate fluorescence; 360,000 compounds, 0.64% hits; AID 602440; in the data active = inhibition mostly above about 40%, no sharp cut-off; inactive = mostly below about 27%
HKDC1 inhibitor = HKDC1 (human) hexokinase inhibition | inhibition, % at 20 µM | recombinant HKDC1, G6PDH/diaphorase resazurin coupled fluorescence | AID 493160 | Q2TB90 | 340,000 compounds, 0.16% hits;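 active = inhibition above about 35% when tested at 20 µM, limit read from the data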;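 note: plate controls were DMSO wells with enzyme for no effect and DMSO wells lacking enzyme for full effect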
Target sequence (Q2TB90 whole entry, looked up): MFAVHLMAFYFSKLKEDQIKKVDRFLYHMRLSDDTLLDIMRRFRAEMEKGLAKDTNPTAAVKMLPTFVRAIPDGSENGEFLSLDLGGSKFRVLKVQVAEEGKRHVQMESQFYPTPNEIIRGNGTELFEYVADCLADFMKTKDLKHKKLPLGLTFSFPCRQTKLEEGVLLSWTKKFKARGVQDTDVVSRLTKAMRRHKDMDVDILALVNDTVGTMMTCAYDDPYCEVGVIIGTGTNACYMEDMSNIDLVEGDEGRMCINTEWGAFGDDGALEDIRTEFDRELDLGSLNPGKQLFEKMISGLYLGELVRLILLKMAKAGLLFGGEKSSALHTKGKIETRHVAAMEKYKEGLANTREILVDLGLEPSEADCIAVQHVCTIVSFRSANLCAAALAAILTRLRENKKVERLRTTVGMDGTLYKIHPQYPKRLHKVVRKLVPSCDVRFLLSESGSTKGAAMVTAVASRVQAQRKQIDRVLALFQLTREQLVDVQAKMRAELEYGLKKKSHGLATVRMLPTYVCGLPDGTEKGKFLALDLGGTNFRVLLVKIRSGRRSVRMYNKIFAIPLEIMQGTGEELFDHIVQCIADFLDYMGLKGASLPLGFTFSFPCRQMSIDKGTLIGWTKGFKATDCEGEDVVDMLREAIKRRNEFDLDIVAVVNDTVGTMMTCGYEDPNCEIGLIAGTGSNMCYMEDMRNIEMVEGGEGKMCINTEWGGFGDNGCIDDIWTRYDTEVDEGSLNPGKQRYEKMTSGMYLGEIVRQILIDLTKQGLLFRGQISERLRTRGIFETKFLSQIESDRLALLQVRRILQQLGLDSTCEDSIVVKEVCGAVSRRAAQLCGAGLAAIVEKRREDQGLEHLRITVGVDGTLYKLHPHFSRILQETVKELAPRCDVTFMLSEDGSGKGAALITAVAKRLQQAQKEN
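Test system: HK5 enzyme. Quantity: 5 µg/mL HK5 final. Reagent: glucose and ATP substrates. Schedule: 90 min reaction incubation at room temperature, dark. Technique: resazurin-to-resorufin fluorescence via G6PDH and diaphorase coupling, 525/613 nm. Control set: DMSO wells with and without enzyme mix.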
SENP7 inh = inhibitors of human SENP7 protease; inhibition, % at 5 µM; Q9BQF6; 330,000 compounds, 1.5% hits; recombinant SENP7, Z-RLRGG-aminoluciferin luminescence, 40 min;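 active = inhibition above about 50% at the single test dose, limit read from the data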;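 note: plate controls were DMSO with enzyme for no effect and no enzyme buffer wells for full effect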
NLRP3 yeast inh = inhibitors of NALP3 inflammasome in yeast. Yeast reconstituted NLRP3/ASC/caspase-1, beta-gal luminescence, 24 h. inhibition, % at 10 µM. 330,000 compounds, 0.39% hits. AID 2825;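 active = inhibition of 50% or more; inactive = inhibition below 50%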;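 note: plate controls were induced DMSO wells for no effect and uninduced yeast grown without galactose for full effect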
* marks the source's active call; other numbers are inactive results; · = no result given.

SMILES	SENP8 block-1	PfG6PD inh	SENP6 block	Apaf1 inhib	SENP1 FRET inh	SENP8 block-2	HKDC1 inhibitor	SENP7 inh	NLRP3 yeast inh
CN(CCNC(=O)C1CCN(S(=O)(=O)N2CCOCC2)CC1)CCc1ccccc1	2	-4	1	-23	-2	15	-8	5	19
Cn1c(OCc2cccnc2)nc2c1c(=O)n(Cc1ccc(Br)cc1)c(=O)n2C	-9	-7	-10	13	0	6	2	-4	23
Fc1ccccc1/C=N/n1c(-c2cccnc2)n[nH]c1=S	-12	15	-12	-2	3	8	5	-14	28
CCn1c(C)c(C)c2cc(C(=O)NCCc3ccco3)ccc21	1	-1	-13	13	-10	-32	4	-4	18
COC(=O)c1ccc(CN2CCN(CCC(C)C)C(CCO)C2)cc1 (stereo not drawn)	-2	9	2	1	2	8	-3	1	14
S=C(NCc1ccco1)N/N=C/c1cccnc1	4	-9	21	-1	0	21	-5	2	13
CCN(CC(=O)NC1CCS(=O)(=O)C1)S(=O)(=O)c1ccc(Cl)c(C(F)(F)F)c1 (stereo not drawn)	-6	8	-7	10	2	6	9	-2	14
COc1ccc(N2CCN(S(=O)(=O)c3c(C)noc3/C=C/N(C)C)CC2)cc1	1	-8	9	20	2	11	-1	3	3
CC(C)N1CCC(N2CCN(Cc3ccc(Oc4ncccn4)cc3)CC2CCO)CC1 (stereo not drawn)	-3	3	-11	0	-2	8	-2	4	4
NCC12CC3CC(C1)CC(CN)(C3)C2	0	-10	1	10	1	19	-4	9	10
O=C1CC(c2c(F)cccc2Cl)C(n2cncn2)C(O)=C1C1NCCc2ccccc21 (stereo not drawn)	0	1	-14	-10	-1	-2	-6	-19	-3
Cc1ccccc1NS(=O)(=O)c1ccc(NC(=O)CSCc2ccc(Br)cc2)cc1	3	25	-28	13	1	9	-3	-8	15
Cn1c(-c2ccccc2)cnc1NCc1ccccc1	-9	-14	11	-3	2	-44	-2	-3	21
COc1cccc(NC(=O)CN(C)C(=O)c2ccc3ccccc3c2)c1	-6	0	-13	8	-1	10	-3	-4	8
COC(=O)Cc1ccc(OC(=O)CCS(=O)(=O)c2ccc(C)cc2)cc1	0	14	-2	0	0	11	-2	-10	21
CC(=O)Nc1nnc(SCC(=O)NCCOc2ccccc2)s1	-3	-11	-10	15	1	19	-1	6	15
CCCCN(C(=O)CNC(=O)c1cccs1)C(C(=O)NC1CCCCC1)c1cccnc1 (stereo not drawn)	2	4	-2	0	0	18	-5	3	10
COc1cc(/C=C/c2ccc(O)cc2)cc(OC)c1	16	8	30	0	-8	-2	-2	-16	-14
CCOc1ccc(N(C(=O)CNC(=O)c2ccco2)C(C(=O)NCC2CCCO2)c2ccccc2)cc1 (stereo not drawn)	-7	-25	-11	6	0	10	-4	0	-13
CC(C)CN(C(=O)COc1ccc(Br)cc1C=O)C1CCS(=O)(=O)C1 (stereo not drawn)	13	-3	1	8	3	-6	2	6	16
O=C(CSC1CC(=O)N(CC(c2ccccc2)c2ccccc2)C1=O)Nc1ccc(Cl)cc1 (stereo not drawn)	·	11	·	·	0	-164	7	·	·
CN(C)S(=O)(=O)c1cccc(NC(=O)COC(=O)/C=C/c2ccc(Br)o2)c1	0	24	-5	-16	-10	6	2	3	-9
CCOc1cc(/C=C/C(=O)OCC(=O)NCc2ccco2)cc(Cl)c1OC	-5	4	-3	16	0	-97	0	-3	9
Cc1ccc(C)c(N2CCN(C(=O)CCc3nc(-c4cccc(C(F)(F)F)c4)no3)CC2)c1	·	31	·	28	-1	7	-2	9	·
O=C(Cc1ccc(-n2c(=O)[nH]c3ccsc3c2=O)cc1)NCc1cccnc1	-2	-13	-12	4	0	14	-6	-1	4
The results go on.
SMILES	SENP8 block-1	PfG6PD inh	SENP6 block	Apaf1 inhib	SENP1 FRET inh	SENP8 block-2	HKDC1 inhibitor	SENP7 inh	NLRP3 yeast inh
O=c1cnn([C@@H]2O[C@H](CO)[C@@H](O)[C@H]2O)c(=O)[nH]1	-4	-18	-26	4	-1	4	-1	-9	14
O=C(CSc1nnc(CSc2nc3ccccc3s2)o1)NC1CCCCC1	-6	-4	1	4	-2	20	-5	1	17
Cc1ccccc1OCC(=O)N/N=C/C=C/c1ccccc1	1	12	7	15	2	15	-8	2	12
O=C(C1=C[C@@H](c2ccc3c(c2)OCO3)C[C@@H](OCCCCO)O1)N1CCN(Cc2ccc3c(c2)OCO3)CC1	2	-4	-9	7	-1	-10	4	-4	14
Cc1cccn2c(=O)c3cc(C#N)c(=NC(=O)c4cccs4)n(CCCOC(C)C)c3nc12	3	-16	-6	10	-32	-433	6	-1	7
C/C(=N\Nc1cccc([N+](=O)[O-])c1)c1ccccc1O	-12	58	-4	10	2	17	-1	6	8
COc1ccc(/C=C(\C#N)C(=O)NCc2cccs2)cc1OC	0	5	-3	-3	0	-70	-9	4	-4
COC(=O)NNC(=O)COc1cc(C)c(Br)cc1C(C)C	-10	-6	-21	-4	2	9	0	-2	8
C=CCn1c(COc2ccccc2)nnc1SCc1ccc(C#N)cc1	-8	-5	-3	6	1	15	-5	-1	34
COc1ccc(S(=O)(=O)N2CCCCC2)cc1NC(=O)c1cccc(S(=O)(=O)N2CCOCC2)c1	·	-6	·	·	0	6	2	·	·
Cc1noc(C)c1S(=O)(=O)N1CCC(C(N)=O)CC1	-2	-5	-11	-4	2	4	-1	15	3
COc1ccccc1OCc1ccc(C(=O)NCC2CCCO2)o1 (stereo not drawn)	4	-2	10	-7	2	26	-4	7	-11
CCOC(=O)C1CCN(C(=O)c2cc3c(C)cc(C)cc3[nH]2)CC1	-10	-7	-22	12	-3	-17	5	-3	9
COC(=O)C1=C(C)N(Cc2ccccc2)C(=O)N[C@H]1c1cccc(C(F)(F)F)c1	-7	12	-17	25	3	1	1	-17	1
Nc1nnc(SCC(=O)Nc2ccccc2N2CCOCC2)s1	-6	-1	-4	-6	1	16	0	-2	-4
O=C(N/N=C/C=C\c1ccccc1)c1cnccn1	-13	5	-18	0	2	-8	-16	-3	10
COc1ccc(F)c(CN2CCC(CO)(Cc3cccc(C(F)(F)F)c3)CC2)c1	-9	11	-13	-6	1	16	0	0	17
c1ccc(CNc2nc(-c3ccccn3)nc3ccccc23)cc1	-1	-4	-10	-2	2	-7	-1	0	48
CCc1ccc(OC(=O)Cc2ccc(OC)c(S(=O)(=O)N3CCOCC3)c2)cc1	10	7	-21	-1	2	11	0	3	21
CCOc1ccc(NS(=O)(=O)c2ccc(NS(=O)(=O)c3cccs3)cc2)cc1	4	2	-8	-1	0	16	-3	4	25
O=C(NC1CCCC1)c1ccc2c(c1)S(=O)(=O)c1ccccc1C2=O	0	-4	3	-1	0	15	1	-8	21
Cc1c(Cl)ccc2c(C(N)=O)cc(-c3ccccn3)nc12	-3	6	-3	-9	-6	-33	-4	5	21
Cc1cc(=O)[nH]c(SCC(=O)Nc2ccc(F)c([N+](=O)[O-])c2)n1	2	-5	12	-10	0	10	4	5	-9
CC(OC(=O)c1ccccc1OCc1ccc(Cl)cc1)C(N)=O (stereo not drawn)	-2	7	-17	4	0	14	3	6	11
COc1ccccc1-n1cnnc1SCC(=O)N1CC(=O)Nc2ccccc21	2	2	3	7	0	14	1	6	12

Pulled by structure from the list above (6):
SMILES	SENP8 block-1	PfG6PD inh	SENP6 block	Apaf1 inhib	SENP1 FRET inh	SENP8 block-2	HKDC1 inhibitor	SENP7 inh	NLRP3 yeast inh
COc1cc(/C=C/c2ccc(O)cc2)cc(OC)c1	16	8	30	0	-8	-2	-2	-16	-14
O=C(Cc1ccc(-n2c(=O)[nH]c3ccsc3c2=O)cc1)NCc1cccnc1	-2	-13	-12	4	0	14	-6	-1	4
Cn1c(-c2ccccc2)cnc1NCc1ccccc1	-9	-14	11	-3	2	-44	-2	-3	21
O=C(CSC1CC(=O)N(CC(c2ccccc2)c2ccccc2)C1=O)Nc1ccc(Cl)cc1 (stereo not drawn)	·	11	·	·	0	-164	7	·	·
O=c1cnn([C@@H]2O[C@H](CO)[C@@H](O)[C@H]2O)c(=O)[nH]1	-4	-18	-26	4	-1	4	-1	-9	14
CCc1ccc(OC(=O)Cc2ccc(OC)c(S(=O)(=O)N3CCOCC3)c2)cc1	10	7	-21	-1	2	11	0	3	21

Further entries follow.
SMILES	SENP8 block-1	PfG6PD inh	SENP6 block	Apaf1 inhib	SENP1 FRET inh	SENP8 block-2	HKDC1 inhibitor	SENP7 inh	NLRP3 yeast inh
CC(=O)Nc1ccc2c(c1)ncn2-c1ccc(C)cc1	0	13	-36	-15	2	0	-1	11	-6
CC(/C=N/NC(=O)c1ccccc1F)c1ccccc1 (stereo not drawn)	0	4	-2	-21	1	19	-5	0	-10
CCOC(=O)C(C)Oc1ccsc1C(=O)OC (stereo not drawn)	-2	2	-4	-13	·	·	-14	-5	6
COc1ccc(C(CCNCc2ccc(OC(C)C)cc2)C(C)C)cc1 (stereo not drawn)	-6	0	-6	7	3	29	-1	7	34
CC(C)NC[C@H](O)COc1cccc2[nH]ccc12	0	-15	17	-7	9	8	-2	6	13
Cc1ccc(CNC(=S)Nc2ccc(NS(=O)(=O)c3ccc(C)cc3)cc2)cc1	0	16	10	4	1	-5	-4	0	21
Cc1nn(CC(=O)NC(C)CCc2ccccc2)c(=O)c2nn(-c3ccccc3)c(C)c12 (stereo not drawn)	-6	-24	-1	-3	2	6	4	18	5
CN(C)/C=C/C(=O)c1cnc(-c2ccccc2)s1	-4	5	0	8	0	10	11	-10	13
CC(=O)N1C(=O)N(C)C2C1N(C)C(=O)N2C(C)=O (stereo not drawn)	1	·	1	-8	·	·	·	0	8
Cc1ccc(N2C(=O)C3N=NN(CC(=O)N4N=C(c5cccc6ccccc56)CC4c4ccccc4)C3C2=O)cc1 (stereo not drawn)	-15	-7	-11	19	0	-323	0	-8	21
O=C(Nc1cccc(-n2cnnn2)c1)c1cccs1	5	-5	-10	7	3	-2	-6	4	18
COC(=O)C1=C(C)N(C)C(=S)NC1c1ccccc1 (stereo not drawn)	0	-2	10	-1	3	19	-13	12	1
CCOc1ccc(Br)cc1S(=O)(=O)NC1CCCC1	7	6	9	-6	0	8	3	1	34
O=C1NC[C@H](Cc2ccccc2)N(C[C@H]2CCCN2C[C@H](Cc2ccccc2)N2C[C@H](Cc3ccccc3)N(CC3CCCCC3)C(=O)C2=O)C1=O	·	-1	·	·	1	6	4	·	·
Cc1cccc(C(=O)NCC(=O)N2CC=C(c3ccccc3)CC2)c1	-3	11	-15	0	-2	1	-3	-4	33
CC(C)CNC(=O)CCc1nc(-c2ccccc2)no1	-4	3	-12	0	8	21	-4	4	18
Cc1ccc(-c2csc(N)n2)cc1	·	18	·	·	-1	3	-3	·	·
CCc1ccc(-c2nc(CN3CCC(C(=O)NCCN(CC)c4ccccc4)CC3)c(C)o2)cc1	-1	15	6	28	2	22	5	4	17
CNC(=O)c1cccc(NC(=O)c2ccccc2OCc2ccccc2)c1	-14	-8	-25	10	-2	10	-10	-5	17
O=[N+]([O-])c1cc(S(=O)(=O)Nc2ccccc2)ccc1NCc1cccnc1	5	-11	7	4	0	32	5	4	-3
